High-throughput results from PubChem BioAssay.
Rac1 GTP hydrolysis = MgcRacGAP GTPase-activating activity inhibitors, confirmation, biochemical, ADP Hunter fluorescence; MgcRacGAP-stimulated Rac1 GTP hydrolysis, ADP Hunter fluorescence; higher % means a stronger effect; GST-tagged Rac1 F28L mutant substrate; inhibition, % at 30 µM; hits with a dose series show IC50 in µM; 0.6% of 340,000 active; AID 624330;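 active means first-screen hits whose inhibition reached a set limit at any dose in the follow-up dose series; inconclusive means inhibition above the set first-screen limit but never retested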;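 further: fluorescence reports GDP produced by GAP-driven GTP hydrolysis; strong numbers were not always called active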
RSV CPE inhibition = RSV antiviral activity via CPE protection, HEp-2 cells, primary 10 µM value included (AID 2391). CPE inhibition, % at 10 µM; hits with a dose series show IC50 in µM. 0.13% of 310,000 active. HEp-2 cells, RSV-induced CPE inhibition; higher % means a stronger effect; in the data active means a potency from the dose series; inconclusive means CPE inhibition mostly from about 23% at the one dose, without a potency; inactive means the rest, 99 in 100 with CPE inhibition below about 21%; further: strong numbers were not always called active
Salmonella PhoP GFP = inhibitors of PhoP regulon expression, primary screen, Salmonella Typhimurium, GFP reporter (AID 1863) | S. Typhimurium PhoP-regulated promoter GFP reporter, 4 h; higher % means a stronger effect | one-dose inhibition, % at 50 µM; IC50 in µM for titrated hits | 0.16% of 300,000 active;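 active means inhibition over 29.93%, a cutoff 3 SD above the screen mean, later confirmed by dose response; inconclusive means inhibition over 29.93% but no dose response follow-up; inactive means inhibition at most 29.93% or unconfirmed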;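 further: 0% = low Mg2+ inducing control and 100% = high Mg2+ repressing control; strong numbers were not always called active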
Large T inhibition = TAg ATPase/helicase activity blockers – biochemical (AID 1903). SV40 large T antigen ATPase/helicase inhibition assay; higher % means a stronger effect. inhibition, % at 20 µM; hits with a dose series show IC50 in µM. 0.39% of 310,000 active; in the data active means a potency from the dose series; inconclusive means inhibition mostly from about 32% at the one dose, without a potency; inactive means the rest, 99 in 100 with inhibition below about 32%; further: strong numbers were not always called active
West Nile virus CPE = West Nile virus antiviral activity, cell-based, CPE readout (AID 1621); 0.02% of 290,000 active; CPE inhibition, % at 10 µM; hits with a dose series show IC50 in µM; West Nile virus-infected cells, CPE inhibition; higher % means a stronger effect; in the data active means a potency from the dose series; inconclusive means CPE inhibition mostly from about 3.7% at the one dose, without a potency; inactive means the rest, 99 in 100 with CPE inhibition below about 2.2%; further: strong numbers were not always called active
T cell HTS = T cell immune modulation candidate; 2C CD8+ T cell-vesicle binding, flow cytometry; stronger effect = lower value; calls only at 7 µM; 0.068% of 330,000 active;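 active means response, share of CD8 T cells binding vesicles, and their 90th percentile fluorescence all below set limits, cut at about 80% in these data, passing the limit was not always enough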
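Read-out – percent CD8+ FL2 mean versus row control · System – murine 2C transgenic CD8+ T lymphocytes · Times – 1.5 h cell–vesicle binding at 37 °C, then 20 min icy labelling · Control set – naked vesicles low, QL9 vesicles with vehicle high · Detection – cytometric PE anti-B7-1 and Alexa647 anti-CD8 signals after 1% paraformaldehyde fixation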
K1F lysis inhibition = inhibition of K1F phage lysis, E. coli UTI89, bacterial capsule biogenesis inhibitors, alamar blue (AID 488966) | E. coli UTI89 K1F phage lysis, alamar blue, 2 h; higher % means a stronger effect | 0.02% of 340,000 active | one-dose inhibition, % at 100 µM; IC50 in µM for titrated hits;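 active means phage lysis inhibition, versus mean bacterial control, above a set limit; inconclusive means no clear call, values can overlap the other calls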;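 further: capsule biogenesis inhibitors block K1F phage lysis so surviving cells raise fluorescence; higher fluorescence means more inhibition of phage lysis; actives were called in the ten point dose series up to 300 µM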
NTR1 agonist = agonists of NTR1, primary screen, imaging, U2OS cells, beta-arrestin-GFP, high content (AID 493036) | NTR1-U2OS beta-arrestin-GFP spot imaging, agonist mode | 0.17% of 330,000 active | activation, % at 20 µM;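 active means activation at or above 40% of the spot to cytoplasm intensity ratio, with at least 20 cells analyzed; inconclusive means wells under 20 cells, flagged as cytotoxic or low count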;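 further: 0% = DMSO without peptide and 100% = 100 nM NTR1 peptide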
Target sequence (P30989 whole entry, looked up): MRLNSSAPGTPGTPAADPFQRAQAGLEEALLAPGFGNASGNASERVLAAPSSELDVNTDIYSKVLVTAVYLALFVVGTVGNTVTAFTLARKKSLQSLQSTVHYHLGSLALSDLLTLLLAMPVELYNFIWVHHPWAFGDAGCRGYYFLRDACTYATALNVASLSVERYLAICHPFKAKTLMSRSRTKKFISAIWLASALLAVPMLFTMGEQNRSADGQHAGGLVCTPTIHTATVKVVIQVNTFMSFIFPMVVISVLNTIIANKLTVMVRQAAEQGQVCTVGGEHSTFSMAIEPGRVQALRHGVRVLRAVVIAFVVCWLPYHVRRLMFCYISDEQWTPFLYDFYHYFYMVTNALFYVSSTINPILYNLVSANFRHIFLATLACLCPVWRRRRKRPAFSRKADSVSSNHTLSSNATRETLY
Dengue-2 NS5 capping = Dengue-2 NS5 methyltransferase inhibitors, primary screen, biochemical, confirmation dose response (AID 588689). inhibition, % at 25 µM; hits with a dose series show IC50 in µM. Dengue-2 NS5 methyltransferase capping enzyme assay, biochemical; higher % means a stronger effect. 0.3% of 340,000 active; in the data active means a potency from the dose series; inconclusive means inhibition above about 29% without an active follow-up result
T cell HTS vesicle-bound % = also measured in T cell HTS; calls as there; double positive events, %; measured here: CD8+ vesicle-bound cell fraction;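 binding gate set so that unloaded-vesicle control wells show 10% double positive cells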
NTR1 agonist cell count 20 µM = also measured in NTR1 agonist; calls as there; cell count; measured here: cell count, cytotoxicity flag
Dengue-2 NS5 capping pilot replicate = second read-out of Dengue-2 NS5 capping, no call of its own (marks repeat the call); inhibition, %; measured here: pilot screen replicate inhibition
* = called active by the depositor; i = inactive; ? = inconclusive; / = no result given; [ ] = another dose, or the depositor's remark.

SMILES	Rac1 GTP hydrolysis	RSV CPE inhibition	Salmonella PhoP GFP	Large T inhibition	West Nile virus CPE	T cell HTS	T cell HTS vesicle-bound %	K1F lysis inhibition	NTR1 agonist	NTR1 agonist cell count 20 µM	Dengue-2 NS5 capping	others
Fc1ccc(Oc2cnc3ccccc3n2)cc1	-3%	4.0%	-6%	21%	/	i	37	1.5%	-0.2	57	/
Cc1ccccc1CN1[C@@H](C(C)C)COCCS1(=O)=O	8%	-0.2%	/	5%	0.5%	i	7	0.3%	0.4	94	-1%
Cc1cc(C)c(C)c(S(=O)(=O)N(C)C2CCN(C)CC2)c1C	6%	1.0%	-10%	7%	0.1%	i	30	0.5%	-1.1	76	-3%
Nc1c(C(=O)c2cccs2)oc2ccccc12	6%	?	2%	19%	0.7%	i	32	1.5%	5.0	76	3%	Dengue-2 NS5 capping pilot replicate=-2.1
CC1CN(C(=O)c2ccc(S(=O)(=O)Nc3ccccc3Cl)cc2)CC(C)O1 (stereo not given)	1%	2.1%	0%	12%	0.8%	i	12	1.2%[50 µM]	0.1	46	-3%
CC(=O)Nc1ccc(NS(=O)(=O)c2ccc(-c3cnc(C4CC4)o3)cc2)cc1	11%	2.2%	-5%	13%	0.4%	i	11	0.2%	1.5	76	-8%
Cc1ccccc1C1CC(c2cccs2)Nc2nnnn21 (stereo not given)	0%	0.5%	3%	3%	-0.3%	i	20	0.4%	-1.2	50	-4%
Cc1ccc(Nc2cnn(C34CC5CC(CC(CC(=O)O)(C5)C3)C4)c(=O)c2Cl)c(Cl)c1	-1%	0.5%	-3%	7%	-0.2%	i	54	-0.6%	-1.1	72	-4%
COc1cc(C(=O)N2CCN(C(=O)C3COc4ccccc4O3)CC2)cc(OC)c1OC (stereo not given)	-3%	4.1%	0%	8%	-0.9%	i	19	0.2%	0.5	83	-9%
CC(C)(C)c1csc(NC(=O)c2ccc(Cl)s2)n1	10%	1.7%	4%	15%	0.3%	i	50	0.0%	6.8	57	0%
CCOc1ccc(-n2cnnn2)cc1S(=O)(=O)N1CCC(C)CC1C (stereo not given)	3%	0.1%	-11%	1%	-0.5%	i	52	-0.2%	-0.4	40	/
Cc1cccc(N=C2NC(=O)/C(=C/c3cccs3)S2)c1	8%	?	-21%	22%	1.8%	i	5	0.7%[50 µM]	0.8	72	-8%
COc1ccc(S(=O)(=O)N(C)C)cc1NCC(=O)Nc1ccc(Br)c(C)c1	1%	22%	-3%	2%	-0.7%	i	60	-0.1%	0.1	63	-5%
O=C(O)c1ccccc1-c1ccccc1C(=O)Nc1nccs1	9%	-1.4%	-2%	5%	0.8%	i	34	-0.6%	-0.8	93	-2%
O=C(COc1cccnc1[N+](=O)[O-])Nc1cc(S(=O)(=O)N2CCCCC2)ccc1Cl	9%	-0.3%	-8%	6%	0.1%	i	34	0.8%[50 µM]	5.2	61	-8%
O=C(Nc1cccc(NC(=O)c2cccc(Cl)c2)c1)c1cccnc1	6%	2.8%	12%	5%	-0.6%	i	44	0.3%	-1.6	40	-6%
O=C1NCCn2ccc(=O)cc21	8%	0.7%	-7%	3%	-0.3%	i	16	0.1%	0.7	68	-8%
O=C1NN(c2ccccc2)C(=O)/C1=C/c1ccc(Sc2cccc3ccccc23)o1	8%	14%	-1%	10%	-0.6%	i	6	-1.0%	3.0	48	-6%
CC(=O)Nc1ccc2c(c1)nc(CCNC(=O)c1ccco1)n2C	13%	3.7%	0%	9%	-0.1%	i	44	0.1%	0.8	43	2%
Cc1ccc(/C=N/NC(=O)c2cc(C)oc2C)cc1	/	0.3%	-8%	11%	-0.4%	i	26	/	-0.7	53	/

Reprinted from the part before: two compounds; new compounds follow.
SMILES	Rac1 GTP hydrolysis	RSV CPE inhibition	Salmonella PhoP GFP	Large T inhibition	West Nile virus CPE	T cell HTS	T cell HTS vesicle-bound %	K1F lysis inhibition	NTR1 agonist	NTR1 agonist cell count 20 µM	Dengue-2 NS5 capping	others
CC(=O)Nc1ccc2c(c1)nc(CCNC(=O)c1ccco1)n2C	13%	3.7%	0%	9%	-0.1%	i	44	0.1%	0.8	43	2%
Cc1ccc(/C=N/NC(=O)c2cc(C)oc2C)cc1	/	0.3%	-8%	11%	-0.4%	i	26	/	-0.7	53	/
Cc1ccc(OCCCN(C)C)c(Br)c1	?	0.3%	16%	4%	0.1%	i	42	-0.2%	-0.6	42	5%
Cc1cc(C)c(C(N)=O)c(NC(=O)Nc2ccccc2)n1	-4%	0.1%	10%	4%	0.3%	i	36	0.0%	-0.5	66	2%	Dengue-2 NS5 capping pilot replicate=1.2
CCN(C(=O)CSc1nc(N)cc(=O)[nH]1)C1CCS(=O)(=O)C1 (stereo not given)	16%	2.5%	/	/	/	i	42	0.7%[50 µM]	0.6	69	-7%
COc1ccc(F)cc1S(=O)(=O)n1cc(C)nc1-c1ccccc1	2%	3.0%	/	/	0.1%	i	27	0.3%	-0.4	58	/
COc1ccc(C(=O)OCC(O)COC(=O)c2ccc(OC)cc2)cc1	/	2.1%	/	6%	/	i	39	/	2.0	50	/
NC(=O)CSc1nnc(-c2ccoc2)o1	5%	-0.1%	12%	5%	0.4%	i	12	0.4%	-0.8	84	-5%
NC(=O)/C(N=Nc1ccccc1)=N/Nc1ccccc1	10%	-3.5%	-3%	-4%	/	i	23	0.2%	0.0	94	1%
COc1cc(C)c(Cl)cc1S(=O)(=O)n1ccnc1	5%	1.2%	5%	4%	0.4%	i	38	-1.0%	0.0	31	-10%
C#Cc1ccc([C@@H]2C=C(C(=O)NC3CC3)O[C@H](OCc3ccc(CO)cc3)C2)cc1	3%	0.8%	-2%	-2%	-0.3%	i	25	1.2%	-4.5	89	0%
C=CCOc1ccc(C2/C(=C(/O)c3ccc4c(c3)CC(C)O4)C(=O)C(=O)N2CCCN2CCOCC2)cc1 (stereo not given)	7%	1.2%	-5%	11%	-0.1%	i	29	2.2%[50 µM]	0.9	69	-1%
N#Cc1ccc(-c2cccnc2)nc1SCc1ccc(Cl)c(Cl)c1	5%	/	-4%	24%	-1.1%	/	/	0.7%	/	/	-11%
COCc1nnc(NS(=O)(=O)c2ccc([N+](=O)[O-])cc2)s1	11%	-0.7%	-11%	4%	0.6%	i	58	0.2%	0.6	64	-1%
Cc1ccc(OCC(=O)Nc2c(C)ccc3nsnc23)cc1	12%	4.9%	-12%	7%	-0.9%	i	3	0.4%	1.4	58	-6%
COc1ccc(C(=O)Nc2ccccc2C(=O)Nc2cccc(C)n2)cc1	7%	1.3%	7%	5%	-0.6%	i	17	0.3%	2.4	71	10%
Cc1ccc(Cn2c3ccccc3c3cn[nH]c(=O)c32)cc1	14%	0.7%	4%	3%	0.1%	i	30	0.1%	-1.3	112	-1%
CCOc1ccc2[nH]c3c(c2c1)CNCC3	8%	1.5%	0%	6%	-0.5%	i	68	0.5%	0.7	63	-3%	Dengue-2 NS5 capping pilot replicate=-5.5
Oc1[nH]c2ccc(Br)cc2c1N=NC(=S)Nc1ccc(F)cc1	2%	14%	-9%	13%	-0.1%	i	37	0.2%	12	53	-1%
CC(=O)Oc1ccc(-c2cccc(C(=O)NCCO)c2)cc1	20%	2.5%	1%	15%	0.1%	i	52	0.1%	2.6	86	-14%
CCn1nc(C(=O)Nc2nc3ccccc3[nH]2)c2ccccc2c1=O	5%	2.5%	-8%	7%	0.5%	i	33	3.3%	0.2	40	-6%
CN(Cc1ccccc1)C(=O)COC(=O)c1ccc2ccccc2n1	-2%	2.1%	-5%	2%	0.1%	i	21	-0.5%	2.0	37	-9%
CN1CCN(S(=O)(=O)c2cccc(C(=O)Nc3cccc([N+](=O)[O-])c3)c2)CC1	10%	/	/	6%	/	i	50	0.4%	0.8	49	12%
COc1cc(C(CC(=O)Nc2cc(C)ccn2)N2Cc3ccccc3C2=O)cc(OC)c1OC (stereo not given)	8%	2.9%	-8%	7%	-0.7%	i	65	0.0%	0.4	82	-4%
O=C(O)c1cc(C(=O)O)c(-c2ccccc2)c(C(=O)O)c1	1%	0.7%	-9%	15%	0.1%	i	23	1.5%	0.9	92	-5%
O=C(c1ccco1)n1nc(-c2ccco2)nc1SCc1ccccc1	7%	2.3%	-20%	2%	0.2%	i	32	1.2%	-1.3	94	-8%	Dengue-2 NS5 capping pilot replicate=3.5
CCN1CCN(C(CNS(=O)(=O)c2ccc(Cl)cc2)c2ccccc2)CC1 (stereo not given)	5%	-1.9%	-4%	27%	0.2%	i	28	0.5%	-1.2	46	4%
CCc1nnc(NC(=O)c2nc(Cl)ccc2Cl)s1	6%	0.3%	-6%	12%	-0.2%	i	12	2.0%[50 µM]	0.8	84	1%
CCOc1ccc(C2C(C(=O)Nc3cc(C)on3)c3ccccc3C(=O)N2CCN2CCOCC2)cc1 (stereo not given)	-2%	-2.7%	0%	13%	0.8%	i	18	0.3%	5.1	53	-5%
COc1cc(OC)cc(-c2c(-c3cccs3)c3cc(-c4ccc(OC)cc4F)ccc3n2C)c1	4%	0.5%	/	/	/	i	57	-0.1%	1.3	55	-8%
COc1ccc(C(=O)N2CCCc3ccccc32)cc1	0%	3.2%	-5%	-1%	-0.2%	i	29	7.1%	-1.1	57	2%
COc1ccc2c(c1)c(C(=O)O)c(C)n2-c1ccccc1	9%	0.3%	-4%	5%	-0.1%	i	56	0.1%	2.0	65	-3%
Cc1ccc(-n2nc3c(c2NC(=O)c2ccco2)CS(=O)(=O)C3)c(C)c1	8%	0.4%	-9%	12%	0.0%	i	13	1.2%	-0.9	53	1%
COC(=O)CNC(=O)c1ccc(NS(=O)(=O)c2cc([N+](=O)[O-])ccc2Cl)cc1	15%	2.3%	15%	16%	0.0%	i	28	0.0%	2.3	64	2%
Cc1nn(C)c(C)c1Nc1ccc(N2C(=O)C3C4C=CC(C4)C3C2=O)cc1[N+](=O)[O-] (stereo not given)	5%	2.0%	4%	19%	-1.3%	i	36	0.3%	0.8	56	1%
CC1CCN(S(=O)(=O)Cc2ccccc2Cl)CC1	9%	0.0%	2%	4%	0.4%	i	7	0.8%	3.0	50	-2%
COC(=O)c1ccc(N=NNc2cccc(Br)c2)cc1	10%	-0.2%	-3%	10%	-0.6%	i	23	2.7%[50 µM]	/	/	-5%
